# GPR151 activ: human GPR151 activation | Q8TDV0 | PathHunter beta-arrestin GPR151 cells, luminescence | activation, % at 11.2 µM | hit rate 1% among 650,000 | AID 1508602; in the data active = activation above about 4.9%;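 also: 0% = median of compound wells and 100% = cells with positive control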
# FBW7 act: activators of human E3 ligase FBW7 | normalized activity (activation), % at 26.1 µM | Q969H0 | AlphaScreen FBW7–phospho-cyclin E peptide binding, activator screen | hit rate 0.13% among 650,000; in the data active = normalized activity above about 1.9%;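 also: purified mutant Fbw7 with reduced substrate affinity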
# Target sequence (Q969H0 whole entry, looked up): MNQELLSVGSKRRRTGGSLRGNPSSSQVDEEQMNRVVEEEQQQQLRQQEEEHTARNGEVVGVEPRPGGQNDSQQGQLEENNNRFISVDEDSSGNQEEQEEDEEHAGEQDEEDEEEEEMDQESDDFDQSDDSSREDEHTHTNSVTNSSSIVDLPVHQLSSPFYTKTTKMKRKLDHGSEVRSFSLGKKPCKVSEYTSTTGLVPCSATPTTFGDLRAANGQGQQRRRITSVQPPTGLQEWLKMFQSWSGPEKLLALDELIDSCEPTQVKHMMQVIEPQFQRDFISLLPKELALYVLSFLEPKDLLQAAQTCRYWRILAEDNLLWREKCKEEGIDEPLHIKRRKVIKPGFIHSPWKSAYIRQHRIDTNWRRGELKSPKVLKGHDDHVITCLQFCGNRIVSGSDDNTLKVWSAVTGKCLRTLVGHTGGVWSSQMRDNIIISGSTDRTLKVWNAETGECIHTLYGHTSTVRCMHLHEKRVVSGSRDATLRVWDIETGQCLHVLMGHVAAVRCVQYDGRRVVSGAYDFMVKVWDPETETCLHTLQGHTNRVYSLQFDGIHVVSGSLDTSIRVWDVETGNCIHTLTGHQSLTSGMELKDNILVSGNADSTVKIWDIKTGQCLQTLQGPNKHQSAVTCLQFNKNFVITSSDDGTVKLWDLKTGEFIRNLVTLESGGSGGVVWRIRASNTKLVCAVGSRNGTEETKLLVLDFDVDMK
# MITF inh: blocks human microphthalmia-associated transcription factor; O75030; AlphaScreen MITF homodimerization, bead proximity signal; inhibition, % at 2.6 µM; hit rate 0.91% among 650,000; in the data active = inhibition above about 50%;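 also: 0% = vehicle wells with protein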
# TEAD-YAP block: TEAD-YAP interaction inhibition; inhibition, % at 9.12 µM; hit rate 1.4% among 640,000; HEK-TIYL cells, TEAD-Gal4/YAP UAS-luciferase luminescence; in the data active = inhibition above about 32%;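 also: 0% = median of test compound wells and 100% = reference inhibitor wells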
# * hit, by the source's call; · = not tested or not shown. An unsorted share of the library (roughly 3.5% active in at least one column).
SMILES,GPR151 activ,FBW7 act,MITF inh,TEAD-YAP block
CCOC(=O)c1c(NC(=O)c2cc(-c3cccs3)on2)sc(C(C)=O)c1C,0.1,-0.2,-9,-1
CCN(CC(=O)N1CCCCCC1)S(=O)(=O)c1ccc(Cl)cc1,-0.9,0.3,21,14
CCCCNC(=S)NCCc1ccc(S(N)(=O)=O)cc1,-0.7,-0.1,8,6
Cc1cc(-c2nc3ccccc3c(=O)o2)ccc1[N+](=O)[O-],-7.9,-0.1,-6,-6
Cc1ccc2nc(Nc3ccc(C)c(F)c3)c3nncn3c2c1,-0.6,0.8,13,-8
CCCOc1ccc(/C(O)=C2/C(=O)C(=O)N(CCN3CCOCC3)C2c2ccc(N(C)C)cc2)c(C)c1 (stereo not drawn),0.7,0.0,1,-5
CC(=O)Nc1nnc(SCC(=O)N2C(C)CCCC2C)s1 (stereo not drawn),1.2,0.8,-1,4
CCCCS(=O)(=O)N1CCc2nc(-c3ccccc3)c3c(c2C1)CO[C@@H](C)C3,-1.7,0.4,5,·
O=C(O)Cn1cccc1C(=O)c1ccccc1,-0.8,0.2,-17,1
O=C(Nc1c(Cl)cccc1[N+](=O)[O-])c1ccc([N+](=O)[O-])cc1,-0.2,0.1,16,-2
O=C(/C=C/c1cccc(Cl)c1)NCC1CCC2(CCN(C(=O)c3ccoc3)CC2)O1 (stereo not drawn),1.3,0.0,12,0
Cc1ccccc1NC(=S)NC12CN3CN(CN(C3)C1)C2,2.1,-0.2,-2,-5
Cc1nnc2c(N3CC(=O)N(CCc4ccccc4)C(=O)C3)nc3ccccc3n12,-0.8,-0.3,-3,-8
COc1cccc(OCC(=O)NCCS(=O)(=O)N2CCN(c3cccc(C)c3)CC2)c1,-1.2,0.1,0,3
CC(=O)c1ccc(OC(=O)/C=C/c2ccccc2)cc1,1.1,0.9,-8,6
CCOP(=O)(OCC)/C(=N/OC(=O)c1ccccc1C)C(N)=O,-2.0,-0.1,-1,1
CC(C)C(=O)NCc1nc(-c2cccnc2)n[nH]1,-1.1,-0.1,-15,1
C=CCN1C(=O)N(c2ccc(C)cc2)C(=O)C1CC(=O)Nc1ccccc1 (stereo not drawn),0.5,0.0,-18,2
O=C1Cc2cc(S(=O)(=O)NCc3ccccc3Cl)ccc2N1,0.3,0.6,10,1
COc1ccc(CC(=O)Nc2ccc(S(=O)(=O)NCCc3ccccc3)cc2)cc1,1.3,-0.1,13,11

# Five compounds from above, arranged by formula weight, low to high:
SMILES,GPR151 activ,FBW7 act,MITF inh,TEAD-YAP block
C=CCN1C(=O)N(c2ccc(C)cc2)C(=O)C1CC(=O)Nc1ccccc1 (stereo not drawn),0.5,0.0,-18,2
Cc1nnc2c(N3CC(=O)N(CCc4ccccc4)C(=O)C3)nc3ccccc3n12,-0.8,-0.3,-3,-8
CCCCS(=O)(=O)N1CCc2nc(-c3ccccc3)c3c(c2C1)CO[C@@H](C)C3,-1.7,0.4,5,·
CCOC(=O)c1c(NC(=O)c2cc(-c3cccs3)on2)sc(C(C)=O)c1C,0.1,-0.2,-9,-1
COc1ccc(CC(=O)Nc2ccc(S(=O)(=O)NCCc3ccccc3)cc2)cc1,1.3,-0.1,13,11

# Other compounds.
SMILES,GPR151 activ,FBW7 act,MITF inh,TEAD-YAP block
COc1cccc(-c2nc3nc(C)c(CCC(=O)O)c(C)n3n2)c1,-0.2,-0.1,1,48*
NS(=O)(=O)c1ccc(NC(=S)Nc2cccc(C(=O)O)c2)cc1,0.3,0.0,2,0
Cc1ccc(Cl)cc1N1CCN(C(=O)CCCCCn2c(=S)[nH]c3cc4c(cc3c2=O)OCO4)CC1,-0.5,0.1,6,1
COC(=O)c1cnc(N2CCN(c3ccccn3)CC2)c2ccccc12,1.0,0.0,-8,-12
Cc1ccc2nc(/C(C#N)=C/c3cc(Br)ccc3OC(C)C)[nH]c2c1,-1.5,0.5,9,4
O=C(O)c1ccccc1N1C(=O)C2C3CC(C(Br)C3Br)C2C1=O (stereo not drawn),0.0,0.1,-1,0
Cc1ccc(C)c(OCc2cc(C(=O)N3CCCCC3CCO)no2)c1 (stereo not drawn),2.3,0.7,18,-48
CC(C)(c1ccccc1)c1ccc(OCCCNCCN2CCOCC2)cc1,2.1,-0.1,33,-5
Cc1ccc(-n2cc(CN3CCN4C(=O)[C@H](Cc5c[nH]c6ccccc56)NC(=O)[C@H]4C3)cn2)cc1,1.1,-0.2,14,0
COc1ccc(NC2CC(=O)N(c3ccccc3C(F)(F)F)C2=O)c(OC)c1 (stereo not drawn),-0.8,0.1,12,2
COc1ccc(S(=O)(=O)n2c(SCc3cccc([N+](=O)[O-])c3)nc3ccccc32)cc1,0.5,-0.3,3,3
O=C(N/C(=C/c1ccco1)C(=O)N1CCOCC1)c1ccco1,-0.6,0.1,11,16
CC1=C(C#N)C(=O)N(CC(C)O)C(=O)/C1=C/c1ccc(-c2ccc(Cl)cc2)o1 (stereo not drawn),-0.2,0.3,9,-3
Cn1ccnc1Sc1ccc(S(=O)(=O)N2CCCCC2)cc1[N+](=O)[O-],3.3,-0.2,1,7
Cc1ccccc1C(=O)N(CCCO)Cc1cc2cc3c(cc2[nH]c1=O)OCCO3,1.2,-0.1,3,-1
CCOC(=O)N1CCN(C(=O)C2CCN(S(=O)(=O)N3CCCC3)CC2)CC1,0.2,0.2,-9,-2
N#Cc1ccc(NC(=O)Cc2ccc(Cl)c(Cl)c2)cc1,3.3,0.0,5,2
CCn1c(=O)c2sccc2n2c(CCCC(=O)NCCCOC(C)C)nnc12,-2.2,-0.2,-11,2
CN1CCC(O)(c2ccncc2)C(O)C1=O (stereo not drawn),-1.9,-0.1,3,4
O=C(CC1C(=O)NCCN1Cc1ccoc1)NCCc1cccs1 (stereo not drawn),-1.2,0.1,-1,-2
O=C(CSc1nccn1Cc1ccccc1)NCc1ccccc1,0.0,-0.2,-7,-4
CCC(C)(C(=O)NC1CCCC1)N(Cc1ccco1)C(=O)c1cnccn1 (stereo not drawn),-0.1,0.4,5,10
NC(=O)C1CCN(C(=O)/C(=C/c2ccco2)NC(=O)c2ccccc2)CC1,-1.0,0.0,2,-4
CCOC(=O)C1=C(C)NC2=C(C(=O)CC(C)(C)C2)C1c1ccc(Br)s1 (stereo not drawn),-0.3,0.0,8,-1
CN(C)c1ccc(/C=C2N=C(/C=C/c3cccc(Cl)c3Cl)OC\2=O)cc1,2.6,0.0,-3,-2
CC(C)CC1N=C2c3ccccc3N=C(SCc3cc(=O)n4ccccc4n3)N2C1=O (stereo not drawn),-0.7,-0.1,14,-1
COc1ccccc1C(NC(=O)C1CCN(C(C)=O)CC1)c1ccccn1 (stereo not drawn),4.9,0.2,-20,-1
Cc1ccc(N(CC(=O)Nc2cccc(Cl)c2)S(=O)(=O)c2c(C)n[nH]c2C)cc1,-0.3,-0.3,-14,4
CCCCOc1ccc(/C=c2\sc3nc(-c4ccc(Cl)cc4)nn3c2=O)cc1OC,0.0,0.0,10,12
O=C(Nc1ccc(Br)cc1)c1ccc(Br)cc1,0.2,-0.1,4,-68
COC(=O)CC(=O)Nc1nc(-c2ccccc2)cc(-c2ccccc2)c1C#N,2.9,0.1,4,10
Cc1cccc(C2=N/C(=C\c3cccn3C)C(=O)O2)c1,-0.5,0.1,-4,7
O=C(Nc1cc(Cl)c(O)c(Cl)c1)c1ccc([N+](=O)[O-])cc1,-0.6,-0.2,-6,-9
O=C(CSc1nc2ccccc2c(=O)n1-c1ccc(Cl)cc1)Nc1ccccc1,1.0,0.2,16,-2
COc1ccc(N=Cc2nc(-c3ccccc3)oc2O)cc1,1.1,0.3,-17,-27
CCOC(=O)c1ccc(N2C(=O)CC(N3CCN(C/C=C/c4ccccc4)CC3)C2=O)cc1 (stereo not drawn),0.6,0.1,-3,-6
O=C(NCc1cccs1)Nc1cccs1,0.0,1.1,10,-18
Cc1ccc2[nH]c3c(c2c1)CCCC3NC(=O)CCl (stereo not drawn),7.3*,0.0,0,88*
Fc1ccc(-c2nc(-c3cccnc3)ncc2-c2ccncn2)cc1,0.8,-0.1,8,6
Cn1c(=O)c2c(nc(NCCCn3ccnc3)n2CCc2ccccc2)n(C)c1=O,1.6,0.0,-2,-2

# Profiles, quoted from the list:
# `O=C(CSc1nc2ccccc2c(=O)n1-c1ccc(Cl)cc1)Nc1ccccc1` is entered as GPR151 activ: 1.0; FBW7 act: 0.2; MITF inh: 16; TEAD-YAP block: -2
# `CC(C)CC1N=C2c3ccccc3N=C(SCc3cc(=O)n4ccccc4n3)N2C1=O` (stereo not drawn) is entered as GPR151 activ: -0.7; FBW7 act: -0.1; MITF inh: 14; TEAD-YAP block: -1

# Next entries:
SMILES,GPR151 activ,FBW7 act,MITF inh,TEAD-YAP block
COc1ccc2nc(/C(C#N)=C\c3ccc(N4CCOCC4)cc3)[nH]c2c1,0.7,-0.4,10,-26
Cc1cc(C)cc(NC(=O)C2C3C4CCC(C4)C23)c1 (stereo not drawn),2.3,0.0,-16,-30
CC1CN(c2ccc([N+](=O)[O-])c(NC(C)C34CC5CC(CC(C5)C3)C4)c2)CC(C)N1 (stereo not drawn),0.7,-0.1,-1,-12
O=C(NCc1cccc(C(F)(F)F)c1)c1ccnc(NC2CCC(O)CC2)c1 (stereo not drawn),-1.4,0.1,0,1
O=C(c1ccccc1F)N1CCN(S(=O)(=O)c2ccc(F)cc2)CC1,-0.3,-0.1,63*,4
COc1ccc(CNc2nc(-c3ccccc3)nc3c2ncn3C(C)C)cc1,-2.0,-0.1,4,-3
O=c1ccc(-c2ccccc2)cn1Cc1cccc(Cl)c1,0.2,0.1,-1,-3
c1cnc(Oc2ccc(CN3CCc4nnc(C5CCCO5)n4CC3)cc2)nc1 (stereo not drawn),1.9,0.1,16,-4
O=C(Nc1ncc([N+](=O)[O-])s1)c1cccnc1,-11,-0.1,3,-24
CCC(=O)N(C)c1nc(-c2ccc(C)cc2)cs1,-0.9,-0.3,0,-61
COc1ccc(NC(=O)CN(CCc2ccccc2)S(=O)(=O)c2ccc(Br)cc2)cc1,-0.3,-0.1,0,-2
Cc1cc(C)n(-c2cc(NCC(C)c3ccccc3)nc(C)n2)n1 (stereo not drawn),-0.6,0.4,8,-8
CC(C)CSCc1ccc2oc(C(=O)O)cc2c1,-0.3,0.4,11,3
O=C(CSc1nnnn1C1CCCCC1)Nc1nc(-c2ccc(F)cc2)cs1,-0.4,-0.1,14,-8
COC(=O)c1ccc2c(=O)n(CCN3CCOCC3)c(SCC(=O)NCc3ccccc3)nc2c1,0.6,-0.1,-2,3
O=C(CSc1ccc2nnc(-c3ccccc3)n2n1)Nc1ccc(F)cc1,0.7,0.1,3,4
Nc1c(C=Nc2ccccc2)ccc2c1C(=O)c1ccccc1C2=O,-1.6,-0.2,-1,-16
CCOC(=O)c1cnc2ccc(OCC)cc2c1NCc1ccccc1OC,0.4,-0.1,2,-4
CCOC(=O)C1(Cc2ccc(Cl)cc2)CCN(C(=O)c2cscn2)CC1,-0.2,0.2,-17,-20
CCSc1nnc(NC(=O)CSc2nnc3c4cc(Br)ccc4n(C)c3n2)s1,-1.0,0.0,-4,0
Cc1ccc(SCC(=O)Nc2sccc2C(N)=O)cc1,-0.9,0.0,3,-34
CCc1ccc(NC(=O)CSc2nc3ccc(OC)cc3[nH]2)cc1,0.2,-0.1,0,-10
COc1ccc(N=Cc2c(O)n(-c3ccccc3)c(=O)[nH]c2=O)c([N+](=O)[O-])c1,4.1,0.1,12,7
O=C(Nc1ccccc1)c1ccc(NC2CCCCC2)c(S(=O)(=O)N2CCOCC2)c1,0.2,0.0,10,-5
Cc1ccc(C2CC(O)C(C)C(c3ccc(C)cc3)N2)cc1 (stereo not drawn),0.1,0.2,5,-4
COCCNC(=O)CN(c1ccc(C)cc1)S(=O)(=O)c1ccc(OC)cc1,2.8,0.4,9,-6
COc1cc(/C=C2\C(=O)NC(=S)N(c3cccc(C)c3)C2=O)cc(OC)c1O,-0.3,0.2,10,1
COc1ccccc1C(=O)N/C(=C/c1ccc2c(c1)OCO2)C(=O)NC(C(=O)O)C(C)C (stereo not drawn),0.0,0.1,14,-3
COC(=O)Cn1c(=NC(=O)c2cccc(N3C(=O)CCC3=O)c2)sc2cc(F)ccc21,0.8,0.0,-2,13
O=C(Nc1cc(Cl)ccc1Cl)c1cccnc1Oc1ccc(Cl)cc1,0.3,0.0,7,2
N#CSCC(=O)c1ccc([N+](=O)[O-])cc1,-0.2,-0.2,14,-25
CCOC(=O)CC(=O)Nc1ccccc1C(=O)O,0.0,0.0,-9,-5
Cc1c(Cl)cccc1Nc1nc(-c2ccccn2)cs1,0.8,-1.2,-6,-14
COc1cc(OC)cc(C(=O)N2CCN(Cc3cc(OC)c(OC)cc3OC)CC2)c1,3.4,0.1,49,-2
Cc1cccc(NC(=O)Nc2ccc(C)c(C)c2)n1,-1.9,0.0,3,-30
Cc1ccc(/C=C/C(=O)NC2CC(C)(C)NC(C)(C)C2)cc1,-0.4,-0.1,1,4
Cc1ccc(-c2csc3nc[nH]c(=O)c23)cc1,-1.5,-0.1,-13,-2
CC(=O)c1c(C)oc2ccc(OC(=O)N(c3ccccc3)c3ccccc3)cc12,2.1,0.0,3,-1
COCCCNC(=O)c1c(O)nc2cc(C)ccn2c1=O,-0.7,-0.1,-9,-10
Cc1cc(C=C2C(=O)NC(=O)NC2=O)c(C)n1-c1ccc(C(=O)O)c(Cl)c1,0.1,-0.3,54*,6

# Assay outcomes deposited in PubChem BioAssay by The Scripps Research Institute Molecular Screening Center.
